Source: PubChem
PP1 inh = counter-screen for PP5 inhibitors: inhibitors of human PP1-alpha. P62136. purified PP1alpha, OMFP fluorescence. inhibition, % at 6.7 µM. 320,000 compounds, 0.9% hits;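 active means inhibition above the mean inhibition of all tested compounds plus 3 SD, computed separately for each screening campaign, cut at about 15% in these data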
Target sequence (P62136 whole entry, looked up): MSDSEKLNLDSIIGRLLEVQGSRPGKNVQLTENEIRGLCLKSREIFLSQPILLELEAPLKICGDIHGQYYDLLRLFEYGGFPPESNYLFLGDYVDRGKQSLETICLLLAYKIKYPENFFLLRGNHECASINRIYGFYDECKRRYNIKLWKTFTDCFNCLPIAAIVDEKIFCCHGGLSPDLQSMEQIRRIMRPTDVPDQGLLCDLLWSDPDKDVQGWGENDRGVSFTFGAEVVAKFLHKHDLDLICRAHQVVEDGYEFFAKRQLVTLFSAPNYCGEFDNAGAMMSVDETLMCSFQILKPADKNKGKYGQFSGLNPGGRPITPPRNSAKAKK
PP5 primary = PP5 (human) phosphatase inhibition; P53041; purified PP5c, OMFP substrate fluorescence; inhibition, % at 6.7 µM; 320,000 compounds, 0.18% hits;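 active means inhibition above the campaign's mean inhibition across all tested compounds plus 3 SD, cut at about 9.5% in these data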;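 further: 0% = DMSO only and 100% = 100 µM cantharidin control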
Efflux pump inh = antifungal efflux pump inhibition, Nile Red retention; S. cerevisiae Candida pump triplex; inhibition, % at 10 µM; 330,000 compounds, 0.44% hits;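 active means plate passing quality check with inhibition over a set limit, or well fluorescence over plate mean plus 4 SD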;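 further: Nile Red retained in pooled yeast measured as flow cytometry median fluorescence; 0% = buffer negative control and 100% = Enniatin B positive control; higher means more Nile Red kept so more efflux inhibition; some compounds called inactive have numbers as strong as hits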
Fh CTSL1 inh = blocks F. hepatica cathepsin L1 in PFM18AAP counter-screen. 300,000 compounds, 0.49% hits. inhibition, % at 5.96 µM. recombinant F. hepatica cathepsin L1, Z-Leu-Arg-MCA fluorescence;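 active means inhibition above the mean of all tested compounds plus 3 SD, set per screening campaign, cut at about 17% in these data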;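 further: 0% = plate median of test compound wells and 100% = 1 µM Z-Phe-Ala-diazomethylketone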
LYPLA2 counter = blocks human lysophospholipase 2, a PME1 counter-screen. O95372. recombinant LYPLA2, FP-Rh probe fluorescence polarization. inhibition, % at 5.9 µM. 320,000 compounds, 0.38% hits;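 active means inhibition above the screen-wide mean plus 3 SD, limit set per campaign, cut at about 26% in these data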;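 further: 0% = LYPLA2 with DMSO and 100% = wells lacking LYPLA2 enzyme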
Target sequence (O95372 whole entry, looked up): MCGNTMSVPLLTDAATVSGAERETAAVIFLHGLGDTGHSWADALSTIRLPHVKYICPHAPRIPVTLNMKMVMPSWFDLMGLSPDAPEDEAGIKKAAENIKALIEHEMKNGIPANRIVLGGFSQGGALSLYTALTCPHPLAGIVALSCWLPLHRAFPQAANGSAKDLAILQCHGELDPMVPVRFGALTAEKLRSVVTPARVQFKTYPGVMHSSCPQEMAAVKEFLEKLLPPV
PREPL inh = inhibits the human prolyl oligopeptidase-like enzyme; recombinant PREPL, fluorescence polarization activity-based probe; inhibition, % at 5.96 µM; 320,000 compounds, 0.68% hits; in the data active means inhibition above about 43%;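 further: 0% = enzyme with DMSO and 100% = wells lacking enzyme; many of its hits are not listed in these tables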
TPT1 inh = C. albicans TPT1 enzyme inhibition; inhibition, % at 5 µM; AID 1962; recombinant caTPT1, FP RNA substrate dephosphorylation; 300,000 compounds, 0.81% hits;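 active means inhibition above the mean of all tested compounds plus 3 SD, set per screening campaign, cut at about 24% in these data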;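 further: plate controls were DMSO alone for no effect and ferristatin control at 100 nM for full effect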
GASC-1 inh = human JMJD2C demethylase inhibition. Q9H3R0. GST-JMJD2C(1-420) H3K9me3 demethylation, DELFIA europium. inhibition, % at 2.35 µM. 330,000 compounds, 0.069% hits;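 active means more than half of a compound's replicate wells show inhibition beyond 50%, single wells judged on their own value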;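 further: signal counts dimethyl H3K9 product captured on neutravidin plate; 0% = median of DMSO wells and 100% = 0.3 times that DMSO median; strong numbers were not always called active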
Target sequence (Q9H3R0 1-420 limits assumed): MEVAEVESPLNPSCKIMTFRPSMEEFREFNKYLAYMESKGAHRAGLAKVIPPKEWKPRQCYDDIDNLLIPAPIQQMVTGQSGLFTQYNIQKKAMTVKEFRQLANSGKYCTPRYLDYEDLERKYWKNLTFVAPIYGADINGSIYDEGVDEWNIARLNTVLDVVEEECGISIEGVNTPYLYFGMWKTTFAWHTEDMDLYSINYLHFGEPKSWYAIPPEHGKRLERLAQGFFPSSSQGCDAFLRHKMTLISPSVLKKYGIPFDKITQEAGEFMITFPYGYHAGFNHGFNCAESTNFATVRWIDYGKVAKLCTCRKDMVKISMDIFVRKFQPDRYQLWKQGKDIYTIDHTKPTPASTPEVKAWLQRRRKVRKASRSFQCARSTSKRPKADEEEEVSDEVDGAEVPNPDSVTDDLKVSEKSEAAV
core dimer inh = HCV core protein dimerization inhibition. TR-FRET GST/Flag-core106 dimerization, 1536-well. inhibition, % at 5 µM. 300,000 compounds, 0.33% hits;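 active means inhibition above the mean of all tested compounds plus 3 SD, set per screening campaign, cut at about 45% in these data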
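assay system = GST-tagged and Flag-tagged HCV core protein residues 1-106 | controls = unlabelled core106 and no-GST-core106 wells | incubation = compound-protein-antibody incubation 4 h at 22.5 °C | probe or stimulus = Eu donor and XL665 acceptor anti-tag antibodies | read-out = % inhibition based on acceptor/donor emission ratio | signal = TR-FRET 671 and 617 nm emission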
* hit, by the source's call; . = not tested or not shown; & = joins results of further samples. These rows are one share of the data; rates above refer to the full screens.

Second line of a record: PP1 inh	PP5 primary	Efflux pump inh	Fh CTSL1 inh	LYPLA2 counter	PREPL inh	TPT1 inh	GASC-1 inh	core dimer inh
- COC(=O)C1C2C=CC(C3CC23)C1C(=O)OCC(=O)c1ccccc1 (stereo not given)
→ 4	1.5	0.1	-3	-2	-12	-2	5	-1
- Cc1ccc2[nH]c(O)c(N=Nc3ccccc3C)c2c1
→ 2	-1.7	-0.1	0	-5	5	3	-1	-1
- CC(=O)c1cccc(NC(=O)C2CCCN(S(=O)(=O)c3cccc4cccnc34)C2)c1 (stereo not given)
→ -4	1.9	-0.5	2	0	-2	0	-3	6
- Cc1cc(N2CCN(c3ccccc3)CC2)nc(-c2ccccc2)n1
→ -1	2.1	-0.3	0	2	7	-4	47	1
- O=C(Nc1nc(-c2ccc(Cl)cc2)cs1)NC1CCCCC1
→ 6	1.3	-0.1	1	-18	6	-1	-6	14
- COc1ccc(C(C#N)N2CCC(c3ccccc3)=N2)cc1 (stereo not given)
→ 1	0.2	0.1	4	3	6	-4	8	14
- O=[N+]([O-])c1cn(-c2nc(-c3ccco3)cc(C(F)(F)F)n2)cn1
→ 1	0.7	-0.1	-4	2	-3	-4	11	2
- COCCCNC(=O)c1cc(Sc2nnc(C)s2)nc2ccccc12
→ -3	0.8	-0.1	5	-1	-3	0	22	-1
- Cc1ccc(N=Nc2c(C)[nH]n(C(N)=S)c2=O)cc1C
→ -3	-1.2	0.0	4	4	6	-5	11	-10
- O=C(Cc1ccc([N+](=O)[O-])cc1)OCc1ccc([N+](=O)[O-])cc1
→ 4	0.9	0.0	4	20	14	1	-5	-8
- COC(=O)Cc1c(C(=O)OC)nnn1-c1cccc(C(F)(F)F)c1
→ -2	2.6	-0.2	-5	3	10	0	11	-6
- O=C(Nc1cccc2ccccc12)c1nn(C23CC4CC(CC(C4)C2)C3)cc1[N+](=O)[O-]
→ 7	3.4	0.0	-2	-16	2	1	-2	29
- O=C(NC1CC1)C1=C[C@H](c2csc3ccccc23)C[C@H](OCc2ccc(CO)cc2)O1
→ 3	2.8	-0.1	1	-4	26	-2	-7	-2
- CC(Cc1cnccn1)NC(=O)c1cc(COc2ccc(F)cc2F)on1 (stereo not given)
→ -1	0.1	-0.1	-3	3	-9	-4	5	-2
- COc1ccc(-n2c(SCC(N)=O)nnc2-c2ccc(NS(=O)(=O)c3ccc(C)cc3)cc2)cc1
→ 1	2.4	0.0	1	4	3	2	-1	6
- Cc1ccn2cc(C(=O)NCc3ccco3)nc2c1
→ -5	-2.0	-0.1	-1	9	11	-4	9	-2
- Cc1ccc(C(=O)C(C)OC(=O)c2cc3cc([N+](=O)[O-])ccc3oc2=O)cc1 (stereo not given)
→ 1	-0.5	-0.1	5	1	-3	-3	3	16
- CCCCOCCCNCc1cccn1CCN1CCOCC1
→ -2	0.3	-0.1	1	3	5	-2	-27	9
- Cn1c(=O)c2c(nc(NCCO)n2C)n(C)c1=O
→ -8	1.0	0.1	-7	1	4	3	19	-9
- C=CCN1CCN(C(c2cccc(OC)c2OC)c2nnnn2CCC(C)C)CC1 (stereo not given)
→ -4	-3.6	-0.1	0	-1	10	0	-6	0
- Nc1nnc(-c2ccccc2)s1
→ -2	0.6	0.1	-4	-2	8	-3	0	-1
- COc1ccccc1C(=O)Nc1ccc2c(c1)nc(CN1CCN(C(C)=O)CC1)n2C
→ 2	-0.5	0.0	-1	-4	6	-4	1	0
- COc1cccc(NC(=O)CN(C)C(=O)CSCc2nc3scc(-c4cccs4)c3c(=O)[nH]2)c1
→ -5	-2.5	0.1	-1	-3	-12	1	-3	9
- CCN(CC(=O)Nc1c(F)cccc1F)C(=O)COc1cccc2c1OC(C)(C)C2
→ -4	1.2	-0.1	-4	2	17	1	-6	-4
- CC(C(=O)OCc1nnc(-c2ccccc2)o1)N1C(=O)C2CCCCC2C1=O (stereo not given)
→ -4	1.1	-0.1	0	-8	-9	4	8	3
- COc1ccc(-c2nc3ccccc3n2CCC(C)C)cc1OC
→ 4	0.6	0.0	3	0	22	-3	3	4
- Cc1ccc(NC(=S)Nc2cc(-c3ccccc3)[nH]n2)cc1Cl
→ 2	1.3	-0.1	-1	-36	-9	1	.	2
- c1ccc2c(c1)Nc1ccncc1S2
→ -3	0.5	0.1	10	-3	19	-1	3	-19
- COc1ccc(OC)c(S(=O)(=O)N2CCC(C(=O)N3CCN(Cc4ccccc4)CC3)CC2)c1
→ 0	0.0	0.3	-1	7	17	-2	8&0	-3
- CC1(C)CC(=O)C(C(C2=C(O)CC(C)(C)CC2=O)c2cccnc2)C(=O)C1 (stereo not given)
→ -11	2.2	0.4	0	-7	-2	7	-9	0
- CS(=O)(=O)N1CCc2nc(-c3ccccc3)sc2C1
→ -2	-1.0	-0.1	0	0	-1	-4	-5	-9
- Cc1cc(C)cc(C(=O)NC(CC(N)=O)c2ccc(N3CCC(Cc4ccccc4)CC3)c([N+](=O)[O-])c2)c1 (stereo not given)
→ 7	4.3	-0.1	-4	-1	17	-1	-3	-5
- O=[N+]([O-])c1cc(C(F)(F)F)ccc1NCCc1ccccn1
→ -1	2.1	0.9*	-4	-7	1	-1	-13	0
- O=C(c1ccc2nsnc2c1)N1CCN(c2ccc([N+](=O)[O-])cc2)CC1
→ 0	-0.2	0.7	4	27*	25	-1	3	-2
- Fc1ccccc1Nc1nc(Cl)nc(Cl)n1
→ -3	-0.2	0.1	3	4	-6	-2	5	-2
- Cc1cccn2c(=O)c(C=O)c(Sc3ncccn3)nc12
→ -1	-1.2	0.0	4	3	7	-3	0	-7
- CC1=C(C)C(=O)N(C(C)CCc2ccccc2)C1=O (stereo not given)
→ -1	1.9	0.0	5	6	0	2	11	13
- O=C(Nc1ccc(S(=O)(=O)Nc2ccccn2)cc1)c1ccccc1
→ 1	0.4	0.0	-1	5	1	0	-3	-1
- CCc1ccc(NC(=O)Cn2nnc(-c3ccc(C)cc3-n3cnnn3)n2)cc1
→ 3	0.4	0.0	2	5	2	-1	6	1
- COCCCNC(=O)c1ccc(CS(=O)(=O)c2cccc(C(F)(F)F)c2)o1
→ -4	-0.3	0.0	-4	6	6	-3	-14	1

4 structures out of the list, arranged by molecular weight, smallest number first.
Second line of a record: PP1 inh	PP5 primary	Efflux pump inh	Fh CTSL1 inh	LYPLA2 counter	PREPL inh	TPT1 inh	GASC-1 inh	core dimer inh
- CC1=C(C)C(=O)N(C(C)CCc2ccccc2)C1=O (stereo not given)
→ -1	1.9	0.0	5	6	0	2	11	13
- Fc1ccccc1Nc1nc(Cl)nc(Cl)n1
→ -3	-0.2	0.1	3	4	-6	-2	5	-2
- Cc1cccn2c(=O)c(C=O)c(Sc3ncccn3)nc12
→ -1	-1.2	0.0	4	3	7	-3	0	-7
- CCc1ccc(NC(=O)Cn2nnc(-c3ccc(C)cc3-n3cnnn3)n2)cc1
→ 3	0.4	0.0	2	5	2	-1	6	1

Continuation:
Second line of a record: PP1 inh	PP5 primary	Efflux pump inh	Fh CTSL1 inh	LYPLA2 counter	PREPL inh	TPT1 inh	GASC-1 inh	core dimer inh
- CCCC(=O)Nc1cc(C(=O)O)ccc1S(=O)(=O)c1ccc(Cl)cc1
→ 4	0.9	-0.4	4	1	11	-3	3	-12
- CC(=O)Nc1c(O)c2ccccc2[nH]c1=O
→ -1	0.9	-0.2	3	0	5	-1	-18	1
- CCC(C)(C(=O)NC1CCCC1)N(C(=O)Cc1cccs1)c1c(C)n(C)n(-c2ccccc2)c1=O (stereo not given)
→ -4	1.8	0.2	2	-1	4	-2	-4	1
- COc1ccc(Nc2nccc(-c3ccc([N+](=O)[O-])cc3)n2)cc1
→ 3	1.5	0.5	3	-15	7	4	-21	0
- COc1ccccc1OCC(=O)Nc1ccccc1C(=O)NCc1ccco1
→ -2	0.5	0.0	3	-3	0	-6	8	-1
- CCCn1c2ccccc2c2cnn(CC(=O)OC)c(=O)c21
→ -2	3.5	0.1	1	0	3	0	-9	2
- COc1ccc(OC)c(NC(=O)Cc2cccs2)c1
→ 0	-0.1	-0.1	-3	4	-3	1	6	15
- CC(=O)Nc1ccc(NC2=CC(=O)CC(C)(C)C2)cc1
→ 1	3.0	-0.2	1	3	-3	-2	-5	-8
- CC(C)CNc1nc(SCC(=O)Nc2ccccc2)nc(N2CCOCC2)n1
→ -5	0.0	-0.1	-1	1	-5	1	9	2
- CCOc1ccc(N(CCCCO)C(=S)NC(=O)c2ccc(C)c(Br)c2)cc1
→ -1	1.9	-0.1	4	9	-9	-4	-6	0
- CSCCC(NC(=O)COc1ccccc1)C(=O)N1CCCCC1 (stereo not given)
→ -1	-1.5	0.0	-1	-1	6	2	2	13
- Cc1ccc(S(=O)(=O)N(Cc2ccccc2Cl)C(=O)N2CCN(C)CC2)cc1
→ -1	-2.9	0.0	0	-4	7	4	4	-4
- Cc1ccnc(N2C(=O)OC(C)(C)C2(C)O)c1 (stereo not given)
→ -3	-1.8	-0.1	1	1	9	-7	2	-11
- COc1cc(N)c(Cl)cc1C(=O)OCC(=O)N1CCc2ccccc21
→ -4	-2.2	-0.1	.	5	24	.	.	.
- CN(CCC#N)C(=O)COC(=O)C1c2ccccc2Oc2ccccc21
→ 0	0.7	0.3	-3	-6	-3	-2	1	6
- CC1=C[C@@H](C)[C@@H](c2ccccc2)OC1=O
→ -2	0.5	0.0	0	-1	-10	-1	7	6
- CC(=O)OC(C(=O)Nc1nccs1)c1ccccc1 (stereo not given)
→ 1	-1.0	-0.3	-32	4	-2	2	-22	-13
- COc1ccc(/C=N/NC(=O)CNc2ccc(Br)cc2)c(C(=O)O)c1OC
→ 1	3.8	-0.1	-2	10	-1	-3	-1	-9
- COc1ccc(NS(=O)(=O)c2ccc(Cl)c(N)c2)cc1Br
→ 0	1.8	-0.1	-2	3	-6	-2	30	0
- O=C1C(Cl)=C(N2CCC(C(=O)O)CC2)C(=O)c2ccccc21
→ -2	2.7	-0.1	7	40*	17	-2	6	-2
- CCc1cccc(C)c1NC(=O)c1ccccc1
→ -3	-2.3	0.1	2	2	3	-4	-7	1
- CCC(=O)c1c[nH]c(C(=O)NCCCn2ccnc2)c1
→ -3	2.2	0.2	3	3	-11	-2	3	1
- CCOC(=O)C1(Cc2ccccc2)CCN(Cc2cccn2-c2cccnc2)CC1
→ 3	-1.3	0.0	-2	0	-29	0	21	0

Part of the list above, field by field.
COC(=O)C1C2C=CC(C3CC23)C1C(=O)OCC(=O)c1ccccc1 (stereo not given)
  PP1 inh: 4
  PP5 primary: 1.5
  Efflux pump inh: 0.1
  Fh CTSL1 inh: -3
  LYPLA2 counter: -2
  PREPL inh: -12
  TPT1 inh: -2
  GASC-1 inh: 5
  core dimer inh: -1

Cc1ccc2[nH]c(O)c(N=Nc3ccccc3C)c2c1
  PP1 inh: 2
  PP5 primary: -1.7
  Efflux pump inh: -0.1
  Fh CTSL1 inh: 0
  LYPLA2 counter: -5
  PREPL inh: 5
  TPT1 inh: 3
  GASC-1 inh: -1
  core dimer inh: -1

CC(=O)c1cccc(NC(=O)C2CCCN(S(=O)(=O)c3cccc4cccnc34)C2)c1 (stereo not given)
  PP1 inh: -4
  PP5 primary: 1.9
  Efflux pump inh: -0.5
  Fh CTSL1 inh: 2
  LYPLA2 counter: 0
  PREPL inh: -2
  TPT1 inh: 0
  GASC-1 inh: -3
  core dimer inh: 6

Cc1cc(N2CCN(c3ccccc3)CC2)nc(-c2ccccc2)n1
  PP1 inh: -1
  PP5 primary: 2.1
  Efflux pump inh: -0.3
  Fh CTSL1 inh: 0
  LYPLA2 counter: 2
  PREPL inh: 7
  TPT1 inh: -4
  GASC-1 inh: 47
  core dimer inh: 1
